14-3-3g Raf = modulators of 14-3-3 gamma protein binding, primary screen, biochemical, fluorescence polarization | FP, 14-3-3gamma / TMR-pS259-Raf peptide binding | inhibition, % at 40 µM | 160,000 tested, 0.19% active | 14-3-3 protein gamma (Homo sapiens), P61981; in the data active = inhibition above about 30%;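 note: 0% = protein plus tracer without compound and 100% = blank with tracer alone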
Target sequence (P61981 whole entry, looked up): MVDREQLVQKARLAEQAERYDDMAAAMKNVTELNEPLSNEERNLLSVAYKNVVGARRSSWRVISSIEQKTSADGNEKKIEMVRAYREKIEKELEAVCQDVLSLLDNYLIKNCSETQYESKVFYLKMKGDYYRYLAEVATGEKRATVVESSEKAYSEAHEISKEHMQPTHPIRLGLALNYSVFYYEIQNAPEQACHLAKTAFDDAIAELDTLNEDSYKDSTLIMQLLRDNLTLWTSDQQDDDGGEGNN
* hit, by the source's call; & = joins results of further samples. The list is partial; the hit share may differ from the screen's.

SMILES	14-3-3g Raf
COc1ccccc1Nc1nc(-c2ccc(NC(=O)c3ccccc3)cc2)cs1	-18
Cc1ccc2c(c1)cc(CN(Cc1ccc3c(c1)OCO3)S(=O)(=O)c1ccccc1)c1nnnn12	2
COc1ccc(Cc2nnc(-c3cccc(C)c3)o2)cc1OC	-2
CCOC(=O)C1=C(C)NC2=C(C(=O)CC(c3ccc(Cl)cc3)C2)C1c1ccc(N(CC)CC)cc1 (stereo not drawn)	-1
COCc1nnc(NC(=O)CCCCCN2C(=O)c3ccccc3C2=O)s1	-5
CC(C)c1ccc2oc(-c3ccc(NC(=O)COc4ccc(Br)cc4)cc3)nc2c1	-7
CC1=C(C(N)=O)C(c2ccc(F)cc2)n2nc(SCc3ccccc3F)nc2N1 (stereo not drawn)	-3
O=C(O)C1C2CCC(O2)C1C(=O)Nc1cccc(F)c1 (stereo not drawn)	-8
COc1cc(Cl)cc(C#N)c1OCC(=O)O	-3
CCOc1ccc(S(=O)(=O)N2CCSC2c2ccc(OC)c([N+](=O)[O-])c2)cc1 (stereo not drawn)	0
CCOC(=O)Cc1csc(NC(=O)c2ccc(Br)s2)n1	-9
O=C(Cn1ncc2c(=O)oc3ccccc3c21)Nc1ccc(Oc2ccccc2)cc1	-3
CN(C(=O)c1cc2nc(-c3ccc([N+](=O)[O-])cc3)cc(C(F)(F)F)n2n1)C1CCCCC1	-12
O=C(NC1CCCC1)C1C2C=CC(C2)C1C(=O)N1CCOCC1 (stereo not drawn)	-3
COc1ccc(C(=S)N2CCOCC2)cc1OC(=O)c1ccc(C)cc1	0
C=CCSc1nc(-c2ccc(OCC)cc2)cc(C(F)(F)F)c1C#N	-32
O=C1CSC(c2ccc(Cl)cc2)N1c1ccccc1F (stereo not drawn)	-4
Nc1ccc(Sc2nnnn2-c2ccccc2)c(Cl)c1	-1
CCC(=O)N1CCN(c2ccc(Cl)cc2NC(=O)c2ccc(Br)o2)CC1	-10
COc1ccccc1N1CCN(C(=O)c2ccc3nc(-c4ccco4)c(-c4ccco4)nc3c2)CC1	-6&-30
CCOC(=O)c1cccc(NC(=O)CCn2nnc3ccccc32)c1	-6
O=[N+]([O-])c1cc(F)c(N2CCCC2)cc1N1CCCCC1	-7
CC1(C)CC(=O)C2=C(C1)OC1=C(C(=O)CC(C)(C)C1)C2c1cccc(Br)c1	-7
COc1ccc(CNC(=O)C(c2cccs2)N(C(=O)c2csnn2)C2CC2)cc1 (stereo not drawn)	3
Cc1cc(=O)[nH]c(SCCOc2ccc(C(C)(C)C)cc2)n1	-2

Filtered by structure: the entries above with an aryl methoxy group.
SMILES	14-3-3g Raf
COc1ccccc1Nc1nc(-c2ccc(NC(=O)c3ccccc3)cc2)cs1	-18
COc1ccc(Cc2nnc(-c3cccc(C)c3)o2)cc1OC	-2
COc1cc(Cl)cc(C#N)c1OCC(=O)O	-3
CCOc1ccc(S(=O)(=O)N2CCSC2c2ccc(OC)c([N+](=O)[O-])c2)cc1 (stereo not drawn)	0
COc1ccc(C(=S)N2CCOCC2)cc1OC(=O)c1ccc(C)cc1	0
COc1ccccc1N1CCN(C(=O)c2ccc3nc(-c4ccco4)c(-c4ccco4)nc3c2)CC1	-6&-30
COc1ccc(CNC(=O)C(c2cccs2)N(C(=O)c2csnn2)C2CC2)cc1 (stereo not drawn)	3

Continuation:
SMILES	14-3-3g Raf
COc1cc(C2NCCS2)cc(OC)c1OC (stereo not drawn)	-13
CC12CC(NC(=O)N1c1ccc(C(=O)NCCc3ccccc3)cc1)c1ccccc1O2 (stereo not drawn)	14
CCOC(=O)CN(Cc1ccccc1Cl)S(=O)(=O)c1ccc(Cl)cc1	-4
Cc1cc(C)nc(/N=C(\N)Nc2cccc(C)c2Cl)n1	-3
C=CCN(C(=O)Cn1c(=O)n(CCc2ccccc2)c(=O)c2c(C)c(C)sc21)c1ccccc1	-34
COC(=O)c1ccccc1NC(=O)c1ccc(N2CC3CC(C2)c2cccc(=O)n2C3)c(NC(=O)c2ccc(F)cc2)c1 (stereo not drawn)	-32
Nn1c(SCC(=O)NCc2ccccc2)nnc1C1CC1	-6
COc1ccc(C(=O)NCCn2c(C)cc3ccccc32)c(OC)c1	1
Cc1ccc(CCN2C(=O)C3C(C(=O)Nc4ccc(C)c(Cl)c4)C4C=CC3(O4)C2C(=O)NC2CCCC(C)C2C)cc1 (stereo not drawn)	-33
CS(=O)(=O)Nc1ccccc1C(=O)c1ccccc1	-10
Cc1c(C(=O)Nc2cccc3cccnc23)oc2ccccc12	-2
O=C(O)c1cc(-c2ccc3c(c2)OCO3)nc2ccccc12	-9
CC(C)CC(NC(=O)C1CCCCC1)C(=O)NC1CCC(C)CC1 (stereo not drawn)	-12
CCn1c(C(=O)O)c(CC(=O)N2CCC(C(N)=O)CC2)c2ccccc21	5
CCOc1ccc(C2C3=C(Nc4c2c(=O)n(C)c(=O)n4C)c2ccccc2C3=O)cc1 (stereo not drawn)	-27
O=C(NCc1ccccn1)c1cc(Nc2cccc(C(F)(F)F)c2)nc2ccccc12	152*
COC(=O)CSc1nsc(SCC(=O)OC)c1C#N	2&-5
Cc1ccccc1NC(=O)Nc1sc(=S)n(C)c1C	-5
CC1=C(C(=O)OCCOc2ccccc2)C(c2cccc(O)c2)C2=C(CC(c3cccs3)CC2=O)N1 (stereo not drawn)	4
O=C(CCCCCn1c(=S)[nH]c2cc3c(cc2c1=O)OCO3)N1CCN(C(=O)c2ccco2)CC1	1&-15
CCOC(=O)C1=C(C)N(C)C(C)=C(C(=O)OCC)C1c1ccccn1	3&4
Cn1c(=O)c2c(SCc3cccc(F)c3)nc(-c3ccco3)nc2n(C)c1=O	-1
CCN(CC)CCNC(=O)c1cc2c(-c3cccc(OC)c3)nn(C)c2s1	-14
Cc1ccc(C2C(=O)N(C3CCCCC3)CC(=O)N2CCc2ccccc2Cl)cc1 (stereo not drawn)	-3
O=C(Cn1c(S(=O)(=O)Cc2ccccc2)nc2ccccc21)N1CCCCC1	2

Entries listed above shown as hits in 14-3-3g Raf.
SMILES	14-3-3g Raf
O=C(NCc1ccccn1)c1cc(Nc2cccc(C(F)(F)F)c2)nc2ccccc12	152*

Following part
SMILES	14-3-3g Raf
CCCSc1nnc2n(-c3ccccc3OC)c(=O)c3c4c(sc3n12)CCC4	-6
CC(C)C(NCc1c(Cl)cccc1Cl)C(=O)O (stereo not drawn)	-9
COc1ccc(C(=O)N2CCOCC2)cc1Br	-9
CCN(CC)S(=O)(=O)c1ccc2c(c1)c(=O)c(C(=O)NCCN(C)CCc1ccccc1)cn2C	0
O=C(Nc1ccc(Cl)cn1)c1cccc(S(=O)(=O)N2CCCCCC2)c1	-11
O=C(NCC1COc2ccccc2O1)C1CCN(S(=O)(=O)c2cccc3nsnc23)CC1 (stereo not drawn)	0&-1
Cc1n[nH]c(C)c1S(=O)(=O)N1CCC(C(=O)NCCC2=CCCCC2)CC1	0
CCCCn1c(Oc2ccc(C(=O)OC)cc2)nc2c1c(=O)n(C)c(=O)n2C	2&-2
CCCOc1ccc(N2C(=O)CC(SCC(=O)Nc3ccc(F)cc3)C2=O)cc1 (stereo not drawn)	-7
COc1ccc(S(=O)(=O)n2nc(OC(=O)C3CCCCC3)cc2N)cc1	0&8
CCOC(=O)CN(Cc1ccccc1)c1ccc(N2C(=O)CCCC2=O)cc1[N+](=O)[O-]	1
Cc1nn(-c2ccccc2)c(Cl)c1C(=O)NC1CCCCC1	-16
CC(C)CC(c1nnnn1CC1CCCO1)N1CCN(C2CCCC2)CC1 (stereo not drawn)	-4
COc1cc([N+](=O)[O-])cc2c1OC1(C=C2)N(C)c2ccc([N+](=O)[O-])cc2C1(C)C (stereo not drawn)	-38
Cn1c(=NC(=O)c2ccc(Oc3ccccc3)cc2)sc2ccccc21	-2
Nc1nc2ccc(C(=O)c3ccccc3)cc2[nH]1	-43
O=C(NCCc1ccc(S(=O)(=O)N2CCCCC2)cc1)c1ccc(C(=O)c2ccccc2)cc1	-20
Cc1cccc(C)c1NC(=O)C1CCCN1Sc1ccccc1[N+](=O)[O-] (stereo not drawn)	-7
CCOC(=O)c1c(NC(=O)C2CC2)sc2c1CCC2	-13
CCC1CCCN1Cn1cnc2c([nH]c3ccc(OC)cc32)c1=O (stereo not drawn)	-10
O=C(O)C1CCCN1C(=O)Nc1ccccc1 (stereo not drawn)	-5
CC1CCc2nc(NC(=O)CN3CCOCC3)sc2C1 (stereo not drawn)	-13
Cc1c(NC(=O)c2cc(-c3ccco3)on2)c(=O)n(-c2ccccc2)n1C	-17
CCC(CC)COC(=O)C(C#N)c1nc2ccccc2nc1N1CCOCC1 (stereo not drawn)	-4
O=[N+]([O-])c1ccc(C=Nc2cccc(-c3nc4ccccc4s3)c2)cc1	5
Going on with the list.
SMILES	14-3-3g Raf
CC1CCN(S(=O)(=O)c2ccc3ncn(CC(=O)NCCN4CCOCC4)c(=O)c3c2)CC1	9
Cn1cnc2c1c(=O)n(Cc1cccc(Cl)c1)c(=O)n2C	1
CCOC(=O)C1=C(C)Nc2nc(SC)nn2C1c1ccc(-c2ncc(-c3ccccc3)o2)cc1 (stereo not drawn)	-5
O=C(CN1C(=O)c2ccccc2C1=O)Nc1ccc2c(c1)OCO2	-7
Cn1c(C(=O)O)c(CC(=O)NCC2CCCO2)c2ccccc21 (stereo not drawn)	2
Cc1ccccc1NC(=O)C(Cc1ccccc1)NS(=O)(=O)c1cccs1 (stereo not drawn)	-11
O=C(Cn1ccc2ccccc2c1=O)NCCC(=O)NC1CCN(Cc2ccccc2)CC1	-10
N#Cc1ccccc1Cn1c(=O)n(CCC(=O)NCc2ccco2)c(=O)c2ccccc21	-6
CCC1CCCCN1C(=O)CSc1nc2c(c(=O)n1-c1ccccc1)SCC2 (stereo not drawn)	-7
O=C(O)C1Cc2c([nH]c3ccccc23)CN1 (stereo not drawn)	-2
COc1ccc(C(=O)Nc2cc3cc([N+](=O)[O-])ccc3oc2=O)cc1OC	1
COc1ccc(C2=CC(c3cc(OC)c(OC)c(OC)c3)n3nnnc3N2)cc1 (stereo not drawn)	-4
CCOC(=O)C1=C(C)NC(=S)NC1c1ccc(OC(C)=O)c(OC)c1 (stereo not drawn)	-3
COc1cc(Cl)cc(C=Cc2ccc3cccc(O)c3n2)c1OC	-3
COc1cccc(Nc2cc(C)nc3ccc(Cl)cc23)c1	-8
CCOC(=O)Cn1nnnc1CN(Cc1ccc(OC)cc1)Cc1cc2cc(C)ccc2[nH]c1=O	1
Cc1ccc(S(=O)(=O)Nc2ccccc2CNc2c(C)cc(C)cc2C)cc1	-5
N=C1C(c2nc(-c3ccc(F)cc3)cs2)=C(O)CN1CCCN1CCOCC1	-19
COc1cc(C(=O)Nc2cc(-c3ccccc3)[nH]n2)cc(OC)c1OC	6
CCCOc1cccc(C(=O)Nc2cc(NC(=O)c3ccco3)ccc2OC)c1	1
CCOc1cc(-c2nc(-c3cc(OC)c(OC)c(OC)c3)no2)cc(OCC)c1OCC	3
O=C(CSc1nc2c(c(=O)n1-c1cccc(C(F)(F)F)c1)SCC2)Nc1ccccc1C(F)(F)F	-3
COC(=O)c1sc(=S)n(-c2cccc(C)c2)c1N	-5
Cc1cc(N2CCC(C)CC2)nc2ccc(NC(=O)Cc3ccc(Cl)cc3)cc12	-1
COc1ccc(-c2noc(-c3cccc(Cl)c3)n2)cc1OC	-9
The results go on:
SMILES	14-3-3g Raf
O=C(N1CCN=C1SCc1ccc(Cl)cc1)C12CC3CC(CC(C3)C1)C2	2
CCN(Cc1nc2ccccc2c(=O)[nH]1)Cc1nc2cc(OC)c(OC)cc2c(=O)[nH]1	-6
Cc1nnc(NCc2n[nH]c(=O)c3ccccc23)c2ccccc12	5&-10
CC(C)(C)c1ccc(S(=O)(=O)NC(CC(=O)O)c2ccccc2)cc1 (stereo not drawn)	-9
CCN(C(=O)c1cc2cccc(OC)c2oc1=O)c1ccccc1	3
O=C(C1=C(O)C(=O)N(CCc2ccccc2)C1c1ccccc1)c1cccs1 (stereo not drawn)	-3
COC(=O)c1ccc2c(c1)C(=O)N(c1cccc(C(=O)OCC(C)C)c1)C2=O	-2
COc1cccc(C2C=C(c3ccc(I)cc3)Nc3ncnn32)c1OC (stereo not drawn)	-6
Cc1ccccc1OCCCCc1c(C)n[nH]c1C	2
COCc1cc(C)nc(SCC(=O)Oc2ccccc2)c1C#N	-3
Cc1cc(C)c(NC(=O)C2CCCN2CCCN(C)C)c(C)c1 (stereo not drawn)	0
COc1cccc(C(=O)N2c3ccccc3C(C)(c3ccccc3)CC2(C)C)c1 (stereo not drawn)	-2
CC(C)OC(=O)c1nnn(-c2nonc2N)c1CSc1ccccn1	-7
COCCn1c(=S)[nH]c2cc(C(=O)NCCC3=CCCCC3)ccc2c1=O	-13
CN1CCN(c2nc(-c3ccncc3)nc3ccccc23)CC1	0&1
CCCc1nnc(SCC(=O)N2CCCC2)n1CC1CCCO1 (stereo not drawn)	3
O=C(NCCC1=CCCCC1)c1ccc(N2CC3CC(C2)c2cccc(=O)n2C3)c(NC(=O)c2cccc(C(F)(F)F)c2)c1 (stereo not drawn)	-11
CCOC(=O)c1cc2cccc(OC)c2oc1=O	-6
COc1ccc(C2C(C(=O)c3ccc(C)o3)=C(O)C(=O)N2c2cc(C)on2)cc1OC (stereo not drawn)	1
COc1ccc(CN(Cc2cc3cc(C)ccc3[nH]c2=O)C(=O)N(C)C)cc1	10
O=C(CSc1nnc(Cc2cc(=O)[nH]c(=O)[nH]2)n1-c1ccc(Cl)cc1)NC1CCCC1	-5

Entries listed so far that have a tert-butyl group (2):
SMILES	14-3-3g Raf
Cc1cc(=O)[nH]c(SCCOc2ccc(C(C)(C)C)cc2)n1	-2
CC(C)(C)c1ccc(S(=O)(=O)NC(CC(=O)O)c2ccccc2)cc1 (stereo not drawn)	-9

Screening data as filed in PubChem BioAssay.
